Bioassay records (PubChem BioAssay)
LMPTP inh: LMPTP (human) inhibition | inhibition, % at 20 µM | 360,000 compounds, 0.22% hits | P24666 | recombinant LMPTP-A, OMFP fluorogenic substrate, fluorescence intensity | AID 651560;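 active means compounds that cut the enzyme signal by at least half of the control window in the single-dose screen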;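 further: plate controls were DMSO wells with enzyme plus substrate for no effect and substrate without enzyme for full effect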
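Assay system: LMPTP-A, protein tyrosine phosphatase of low molecular weight / Medium: pH 6.0 Bis-Tris buffer with DTT and Triton X-100 / Schedule: 50 min enzyme reaction at room temperature, protected from light / Measured by: endpoint fluorescence intensity from OMFP dephosphorylation / Read-out basis: % inhibition relative to no-enzyme and uninhibited control wells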
Scp1 inh: Scp-1 (human) phosphatase inhibition; 340,000 compounds, 0.88% hits; inhibition, % at 20 µM; Q9GZU7; Recombinant Scp1, phosphopeptide, malachite green phosphate absorbance; AID 493091;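 active means inhibition above about 50% at 20 µM, limit read from the data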;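 further: plate controls were DMSO wells with enzyme for no effect and wells lacking enzyme for full effect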
Target sequence (Q9GZU7 76-261 limits assumed): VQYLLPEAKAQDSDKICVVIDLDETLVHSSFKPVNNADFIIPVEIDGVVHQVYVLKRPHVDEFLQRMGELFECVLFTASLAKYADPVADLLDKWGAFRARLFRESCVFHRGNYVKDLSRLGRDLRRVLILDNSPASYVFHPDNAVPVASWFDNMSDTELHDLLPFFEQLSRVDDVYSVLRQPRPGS
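Assay system: SCP-1 catalytic fragment, aa 76-261 | Buffer or medium: Tris acetate buffer pH 5.5 with MgCl2 and Tween-20 | Compound: One concentration, 20 µM, with 1.0% DMSO | Also added: Phospho 17-mer peptide substrate | Signal: Absorbance at 630 nm | Incubation: 45 min enzyme reaction at room temperature | Measure: % inhibition of SCP-1 phosphate liberation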
STEP inh: STEP (human) phosphatase inhibition. AID 588621. inhibition, % at 20 µM. recombinant STEP, OMFP fluorogenic substrate, fluorescence. 360,000 compounds, 0.25% hits;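 active means inhibition at 20 µM, scaled per plate between control wells, above about 37%, limit read from the data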;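 further: 0% = DMSO with enzyme and substrate and 100% = substrate only without enzyme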
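Assay system: isolated STEP enzyme / Timing: 20 min at room temperature, dark / Doses: 20 µM, 1% DMSO / Technique: fluorescence intensity, excitation 480 nm, emission 540 nm / Reagent: fluorogenic phosphatase substrate OMFP at 25 µM final / Measure: percent inhibition scaled to no-enzyme and uninhibited-enzyme controls, plate-pattern corrected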
DNMT1 inh: DNMT1 (human) enzyme inhibition; P26358; DNMT1 molecular beacon, Hinp1I cleavage, fluorescence; inhibition (reported as % activation of signal), % at 10 µM; 360,000 compounds, 0.83% hits; in the data active means inhibition above about 50%
TbMetRS inhib: Trypanosoma brucei MetRS inhibition; AID 624268; purified T. brucei MetRS, ATP depletion, Kinase-Glo luminescence; inhibition, % at 11.9 µM; 360,000 compounds, 0.4% hits;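 active means inhibition above a per-plate cutoff of the control wells' mean inhibition plus 3 SD, cut at about 5.5% in these data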;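 further: 0% = DMSO wells median and 100% = median of wells with control inhibitor compound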
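Test system: purified T. brucei MetRS enzyme. Also added: ATP, methionine and E. coli bulk tRNA substrates. Compound: 11.9 µM single point. Schedule: 15 min enzyme-compound preincubation, 2 h reaction, 10 min detection, 25 °C. Signal: luciferase luminescence of residual ATP, Kinase-Glo. Evaluation: percent inhibition versus plate control medians. Controls: DMSO wells, low control.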
SUMO1 PPI mod: modulators of human SUMO1-mediated protein-protein interactions; 360,000 compounds, 0.33% hits; inhibition, % at 20 µM; AID 602429; SUMO1 binding to a labelled peptide, TR-FRET, 1 h; in the data active means inhibition above about 37%
MsrA inhibitor: inhibits bovine methionine sulfoxide reductase A | purified bovine MsrA, absorbance read-out | inhibition, % at 15.5 µM | 360,000 compounds, 0.75% hits; in the data active means inhibition above about 4.5%;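 further: 0% = vehicle wells with enzyme and 100% = reference inhibitor wells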
CSN inh: blocks human CSN-mediated cullin deneddylation; inhibition, % at 12.5 µM; Purified CSN, SCF-Nedd8-OG deneddylation, fluorescence polarization; Q92905; 360,000 compounds, 0.38% hits;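 active means pattern-corrected inhibition above about 35%, with an unprinted fluorescence ratio check between 0.5 and 1.5, limit read from the data, passing the limit was not always enough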;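 further: 0% = enzyme with substrate and 100% = substrate without enzyme; some results filed as inactive read as strong as hits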
Target sequence (Q92905 whole entry, looked up, one chain of several): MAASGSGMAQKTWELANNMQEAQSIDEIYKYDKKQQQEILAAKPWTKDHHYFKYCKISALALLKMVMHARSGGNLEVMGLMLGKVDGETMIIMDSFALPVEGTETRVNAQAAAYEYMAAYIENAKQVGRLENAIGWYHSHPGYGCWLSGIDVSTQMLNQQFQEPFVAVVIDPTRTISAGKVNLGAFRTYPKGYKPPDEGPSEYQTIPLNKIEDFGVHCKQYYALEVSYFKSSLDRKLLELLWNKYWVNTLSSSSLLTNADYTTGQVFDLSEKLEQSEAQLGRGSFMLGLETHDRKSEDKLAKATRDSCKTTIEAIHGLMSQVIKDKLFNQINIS
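test system = HEK293T-derived human Csn5 enzyme | amount = 0.24 nM Csn5 enzyme, final concentration | medium = Tris/NaCl/DTT buffer, pH 7.5 | schedule = 90 min reaction at room temperature | signal = FP | evaluation = inhibition of Csn5 cleavage, % | compound dosing = single dose of 12.5 µM compound with 0.25% DMSO | probe or stimulus = 10 nM SCFSkp2-Nedd8OG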
NadD inh: inhibitors of Staphylococcus aureus NadD; inhibition, % at 20 µM; purified NadD enzyme, colorimetric absorbance read-out; 360,000 compounds, 0.78% hits; AID 602399; in the data active means inhibition above about 26%; further: some compounds past the cut are filed as inactive
Rpn11 inh: blocks the human proteasome subunit Rpn11; O00487; human 26S proteasome, Ub4-pepOG fluorescence polarization; 20S core pre-blocked with epoxomicin; calls only at 20 µM; 360,000 compounds, 0.59% hits; AID 588493;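 active means inhibition at 20 µM, scaled to each plate's controls, above about 33%, limit read from the data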
Target sequence (O00487 whole entry, looked up): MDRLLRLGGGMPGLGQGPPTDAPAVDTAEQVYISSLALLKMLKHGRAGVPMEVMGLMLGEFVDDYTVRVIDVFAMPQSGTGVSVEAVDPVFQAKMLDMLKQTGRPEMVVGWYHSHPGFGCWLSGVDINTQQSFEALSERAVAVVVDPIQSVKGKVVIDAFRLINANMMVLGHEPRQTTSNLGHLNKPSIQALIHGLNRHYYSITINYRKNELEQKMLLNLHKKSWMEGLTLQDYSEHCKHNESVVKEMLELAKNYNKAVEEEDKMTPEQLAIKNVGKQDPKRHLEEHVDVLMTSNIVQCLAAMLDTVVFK
* = called active by the depositor; i = inactive; / = not tested or not shown.

SMILES	LMPTP inh	Scp1 inh	STEP inh	DNMT1 inh	TbMetRS inhib	SUMO1 PPI mod	MsrA inhibitor	CSN inh	NadD inh	Rpn11 inh
Cc1ccc(C)c(N2CCN(C(=O)c3ccc4nc(N5CCOCC5)sc4c3)CC2)c1	0.5	-3	0	-2	-0.3	-1	0.3	2	-1	i
Cc1nc2cc3c(cc2s1)OCO3	-0.6	-1	-3	1	-0.7	1	-1.9	3	0	i
CS(=O)(=O)N1CCN(C/C=C/c2ccccc2)CC1	-1.0	3	2	3	0.3	2	-0.8	2	1	i
CC[C@]12c3[nH]c4ccc(OC)cc4c3CCN1C(=O)C(CC(=O)NC/C=C(\C)CCC=C(C)C)C[C@@H]2C(=O)N1CCN(C(=O)c2ccco2)CC1 (some centres not stated)	1.2	7	4	-8	-2.6	-7	-0.2	-1	0	i
COc1cccc(-n2c(SCC(=O)Nc3nccs3)nnc2-c2ccoc2C)c1	-0.3	-4	0	-1	-0.6	-2	0.4	0	-1	i
COc1ccc(CNC(=O)C(c2ccncc2)N(C(=O)Cc2cccs2)c2ccccc2C)cc1 (configuration not stated)	-0.8	-5	-1	1	-0.1	1	1.4	1	-1	i
COc1ccc([C@H]2C[C@@H](O)[C@H](n3cc(C4CC4)nn3)CN2C(=O)c2cccs2)cc1	-0.4	/	0	-1	-0.6	-2	-1.1	0	4	i
COc1cccc(/C=N/NC(=O)CCc2c(C)n[nH]c2C)c1O	-2.1	-17	1	1	0.3	-6	-0.2	6	-1	i
CCCCc1nnc(SCC(=O)NC2CCCCC2)n1C	-0.3	-5	2	1	-0.2	11	-1.2	-4	-2	i
O=c1c2c(-c3ccccc3)csc2ncn1/N=C/c1ccc(O)c([N+](=O)[O-])c1	-2.5	-6	-2	1	-0.4	7	2.4	0	8	i
CN(C)Cc1ccc(-c2nc3cccc4c3n2CCNC4=O)cc1	-2.6	11	0	7	-0.2	5	1.4	3	-6	i
COc1cc(/C=C2/NC(=O)NC2=O)ccc1OCC(=O)Nc1ccc(F)cc1	1.6	-5	1	0	-0.4	3	2.0	5	-11	i
CC1=C(O)C(=O)C(c2c(C)cc(C)c(Br)c2C)=C(O)C1=O	27	/	10	10	-0.1	-13	1.7	6	0	i
C=CCc1ccc(OCCOc2ccc(/C=N/n3cnnc3)cc2OCC)c(OC)c1	3.6	-14	1	-14	1.5	-5	-0.2	3	-1	i
COc1ccc(OC)c(NC(=O)CCCN2C(=S)NC(C)(C)CC2C)c1 (configuration not stated)	-2.8	-3	-1	0	-0.1	2	1.9	0	2	i
Cn1cc([N+](=O)[O-])c(C(=O)N2CCN(Cc3ccc4c(c3)OCO4)CC2)n1	-0.2	2	3	4	-0.8	0	0.1	4	-4	i
CCn1cc(C(c2ccccc2)C(C(C)=O)[N+](=O)[O-])c2ccccc21 (configuration not stated)	1.3	-22	-1	5	0.2	0	1.0	-3	-7	i
COc1ccc(NC(=O)c2c(NC(=O)CNCc3ccco3)sc3c2CCC3)c(OC)c1	3.7	1	2	-7	0.0	3	0.4	6	7	i
COc1ccc(-c2csc(Nc3cccnc3)n2)cc1	2.7	5	2	-7	0.3	2	1.2	3	-6	i
O=C(CCNS(=O)(=O)c1ccc(OC(F)(F)F)cc1)NC1CC1	-0.6	-7	-1	3	-0.2	-1	0.3	0	-2	i

Next section; it opens with the 7 that closed the last part.
SMILES	LMPTP inh	Scp1 inh	STEP inh	DNMT1 inh	TbMetRS inhib	SUMO1 PPI mod	MsrA inhibitor	CSN inh	NadD inh	Rpn11 inh
C=CCc1ccc(OCCOc2ccc(/C=N/n3cnnc3)cc2OCC)c(OC)c1	3.6	-14	1	-14	1.5	-5	-0.2	3	-1	i
COc1ccc(OC)c(NC(=O)CCCN2C(=S)NC(C)(C)CC2C)c1 (configuration not stated)	-2.8	-3	-1	0	-0.1	2	1.9	0	2	i
Cn1cc([N+](=O)[O-])c(C(=O)N2CCN(Cc3ccc4c(c3)OCO4)CC2)n1	-0.2	2	3	4	-0.8	0	0.1	4	-4	i
CCn1cc(C(c2ccccc2)C(C(C)=O)[N+](=O)[O-])c2ccccc21 (configuration not stated)	1.3	-22	-1	5	0.2	0	1.0	-3	-7	i
COc1ccc(NC(=O)c2c(NC(=O)CNCc3ccco3)sc3c2CCC3)c(OC)c1	3.7	1	2	-7	0.0	3	0.4	6	7	i
COc1ccc(-c2csc(Nc3cccnc3)n2)cc1	2.7	5	2	-7	0.3	2	1.2	3	-6	i
O=C(CCNS(=O)(=O)c1ccc(OC(F)(F)F)cc1)NC1CC1	-0.6	-7	-1	3	-0.2	-1	0.3	0	-2	i
O=C(CN(Cc1ccccc1)C(=O)CNS(=O)(=O)c1ccccc1)NCc1ccco1	1.5	-10	0	2	0.1	8	-0.4	0	-7	i
Fc1ccccc1NC(=S)N1CCOCC1	0.3	-4	3	4	-0.6	3	-0.4	1	-1	i
CN(c1ccc(C(=O)Nc2ccccc2C(F)(F)F)cc1)S(C)(=O)=O	-1.4	-4	1	1	-1.3	-1	1.1	-3	-4	i
C=Cc1ccc(Cn2c(C)c(C(=O)NCc3cccc(C(F)(F)F)c3)sc2=O)cc1	3.3	/	-2	-2	0.1	2	0.5	1	0	i
CC1(C)CC(=O)C2=C(C1)c1c(ccc3ccccc13)NC2c1ccco1 (configuration not stated)	2.8	36	2	27	-0.8	-11	0.1	0	1	i
Cc1ccc(NC(=O)c2ccc(NCCN)c([N+](=O)[O-])c2)cc1	-1.1	-4	-3	-1	0.6	-23	-0.2	-9	2	i
COc1ccc(Cn2cccc(NC(=O)Nc3cccc(C#N)c3)c2=O)cc1	0.8	-2	2	-11	-0.5	3	0.9	-1	-14	i
CCc1ccccc1Nc1nc(N)nc(COC(=O)CCS(=O)(=O)c2ccccc2)n1	-0.7	-6	1	-3	-0.5	5	0.2	-1	-2	i
OCC1(Cc2ccccc2)CCN(Cc2ccccn2)CC1	-0.9	-1	-3	2	2.3	1	0.8	1	-3	i
Clc1cccc(-c2ccnc3nc(-n4cccc4)nn23)c1	1.3	-9	-2	17	-0.4	-1	0.6	-5	-3	i
CCOC(=O)c1ccc2c(c1)nc(-c1ccccn1)n2CC	-0.7	-3	0	2	-0.9	4	-0.7	-1	-3	i
CC(=O)c1ccc2c(c1)OCCOCCOc1ccccc1OCCOCCO2	0.0	1	2	4	0.1	4	-0.9	20	-2	i
CCN(Cc1ccccc1)S(=O)(=O)c1ccc(C(=O)Nc2nnc(-c3ccccc3OC)o2)cc1	0.0	-10	1	-5	0.0	23	-0.3	7	54*	i
O=C(CCN1CCCCO1)N1CCCC(N2CCN(c3ccc(F)cc3)CC2)C1 (configuration not stated)	-1.0	-5	-2	6	-0.2	0	0.2	-1	-1	i
COc1ccc(Cn2nnnc2CN2CCC(O)(c3ccc(F)cc3)CC2)cc1	-0.2	4	16	-1	-0.2	0	-1.5	3	-4	i
COc1ccc(CCNC(=O)c2ccc(NS(=O)(=O)c3c(C)noc3C)cc2)cc1OC	0.7	-10	-4	-1	-0.5	-3	0.8	0	-1	i
COCc1cc(C)n(CC(=O)NC(C)c2ccccc2)c(=O)c1C#N (configuration not stated)	-1.1	5	3	11	-0.6	2	3.1	2	-3	i
O=C(NCC(=O)N(Cc1ccccc1)C(C(=O)NC1CCCC1)c1ccco1)c1ccco1 (configuration not stated)	-0.6	3	-2	1	-0.6	1	-0.8	-2	-2	i
CN(Cc1ccc(Cl)c(Cl)c1)C(C(=O)NCc1ccccc1)c1ccc(C(F)(F)F)cc1 (configuration not stated)	5.7	/	/	/	-0.2	-2	-0.2	3	/	/
C(=N\N1CCN(Cc2ccccc2)CC1)/c1cccs1	-1.2	-3	2	1	0.1	-8	0.6	-2	2	i
Cc1cc(C)n2nc(C(=O)OCC(=O)N(CC(C)C)CC(C)C)nc2n1	-0.4	-6	-3	1	-0.5	1	0.6	2	11	i
